Assay outcomes deposited in PubChem by National Center for Advancing Translational Sciences (NCATS).
DT40 TDP1 no CPT – qHTS for Inhibitors of human tyrosyl-DNA phosphodiesterase 1 (TDP1): qHTS in cells in absence of CPT. 420,000 tested, 15% active. Potency, µM (top dose mostly 46.2 µM), inactives show top-dose activity change, negative = growth inhibition, most hits filed as inhibitors. DT40 Tdp1-/- hTDP1 cells, no CPT, ATP luminescence, 48 h; also: nearly all actives have a fitted effect of over 55% in size
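Stably hTDP1-transfected Tdp1-null chicken DT40 cells were treated with library compounds minus camptothecin and grown for at least 48 hr at 37 °C, after which cellular ATP was quantified by luminescence.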
KAT2A inh – blocks human GCN5L2 histone acetyltransferase. GCN5L2 HAT assay, ThioGlo1 CoA-SH fluorescence. Potency, µM (highest dose often 58.9 µM), for inactives: at the top dose activity change, negative = inhibition, most hits filed as inhibitors. 390,000 tested, 0.21% active
Target sequence (Q92830 whole entry, looked up): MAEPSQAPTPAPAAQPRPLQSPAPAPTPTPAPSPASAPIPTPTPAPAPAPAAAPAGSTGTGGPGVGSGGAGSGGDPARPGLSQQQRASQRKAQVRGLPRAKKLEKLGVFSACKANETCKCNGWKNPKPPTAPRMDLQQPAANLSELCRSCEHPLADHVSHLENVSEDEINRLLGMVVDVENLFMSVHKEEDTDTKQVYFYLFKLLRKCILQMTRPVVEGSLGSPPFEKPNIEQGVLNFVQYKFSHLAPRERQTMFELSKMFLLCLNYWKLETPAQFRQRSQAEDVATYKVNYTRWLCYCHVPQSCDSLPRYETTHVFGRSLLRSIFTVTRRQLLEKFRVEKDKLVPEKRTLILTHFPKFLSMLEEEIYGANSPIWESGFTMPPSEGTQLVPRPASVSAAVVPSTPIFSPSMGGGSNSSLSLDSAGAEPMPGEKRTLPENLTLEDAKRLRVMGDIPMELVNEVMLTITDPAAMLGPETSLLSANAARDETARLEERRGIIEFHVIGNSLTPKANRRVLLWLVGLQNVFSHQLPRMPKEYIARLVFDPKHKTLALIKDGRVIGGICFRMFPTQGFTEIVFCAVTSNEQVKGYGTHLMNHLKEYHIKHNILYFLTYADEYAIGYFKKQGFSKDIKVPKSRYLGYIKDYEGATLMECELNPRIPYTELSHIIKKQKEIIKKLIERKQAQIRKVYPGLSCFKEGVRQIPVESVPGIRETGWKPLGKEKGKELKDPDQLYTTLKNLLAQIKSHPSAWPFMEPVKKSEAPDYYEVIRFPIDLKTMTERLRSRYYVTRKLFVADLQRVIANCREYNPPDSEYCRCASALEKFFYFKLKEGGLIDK
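Preincubate 20nM GCN5L2 with compound 15 min, RT → add 50uM ThioGlo1 + 75uM H3(1-25) + 70uM acetyl-CoA → read fluorescence 0 and 20 min. Primary qHTS; fluorescent artifacts likely.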
TDP1 cell CPT – growth inhibition of DT40 Tdp1-/-;hTDP1 cells with camptothecin (screen for TDP1 inhibitors). AID 686979. 420,000 tested, 12% active. Potency, µM (top dose mostly 46.2 µM), inactives show at the top dose activity change, negative = growth inhibition, actives largely listed as inhibitors. chicken DT40 Tdp1-/-;hTDP1 cells + 20 nM CPT, ATP luminescence, 48 h; also: nearly all actives have a fitted effect of over 55% in size
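Cell growth measured by CellTiter-Glo luminescence after a minimum 48 h, 37 C compound exposure with 20 nM CPT in Tdp1-knockout DT40 cells stably expressing hTDP1, seeded 400/well; qHTS titration format.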
* = called active by the depositor; ? = inconclusive; . = not tested or not shown; & = joins results of further samples; [ ] = dose if it differs, or a comment. Calls follow the shape of the dose curve; as a rule, active = well fitted curve in the direction sought with a large enough effect; inconclusive = small, poorly fitted or top-dose-only effect, or another doubt; inactive = no such curve, though single readings can be large; an effect the other way counts as inactive or inconclusive. % is scaled to controls: 0 for no effect and ±100 for the full control effect; potency is read from the fitted curve at half-maximal effect.

1. CC1=CC=CN2C1=NC(=O)CC2(C)C(=O)N(CC(=O)NC1CCCC1)c1ccccc1C (centres undefined)
2. CCOC(=O)c1ccc(-c2ccc(/C=C(\C#N)C(=O)Nc3c(C)cccc3Cl)o2)cc1
3. COc1ccc(S(=O)(=O)N2CCOCC2)cc1NC(=O)CCc1c[nH]c2ccccc12
4. COC(=O)CSC1=NS(=O)(=O)c2ccccc21
5. COc1ccccc1C(=O)C(=O)c1ccccc1OC
6. Cc1cc2c(cc1S(=O)(=O)NCCc1ccccc1)NC(=O)CO2

| Screen / compound no. | 1 | 2 | 3 | 4 | 5 | 6 |
| --- | --- | --- | --- | --- | --- | --- |
| DT40 TDP1 no CPT | 23% | -21% | ? | 2.3µM* | ? | -19% |
| KAT2A inh | -9% | -6% | -10% | -6% | . | -4% |
| TDP1 cell CPT | 2% | -25% | 5% | 1.5µM* | -8% | -7% |

7. CC(C)Sc1nnc2n(CCc3ccccc3)c(=O)c3c4c(sc3n12)COC(C)(C)C4
8. CC1(C)Cc2sc3c(=O)[nH]c(=S)[nH]c3c2CO1
9. O=C(CN1CCN(c2cccc(Cl)c2)CC1)NCc1ccccc1
10. Cc1ccc(-c2cc(C(=O)NCCN3CCOCC3)c3ccccc3n2)o1
11. Cc1nnc2sc(-c3ccncc3)nn12
12. Cc1csc(SCC(=O)Nc2nnc(C)s2)n1

| Screen / compound no. | 7 | 8 | 9 | 10 | 11 | 12 |
| --- | --- | --- | --- | --- | --- | --- |
| DT40 TDP1 no CPT | 21µM* | -11% | ? | -1% | 0% | -8% |
| KAT2A inh | . | -27% | 1% | 13µM* | -2% | -5% |
| TDP1 cell CPT | 23µM* | -10% | -21% | -20% | 9% | ? |

13. Cc1cc(=O)[nH]c(NN=Cc2c(Cl)cccc2Cl)n1
14. CC(C)(C)N(NC(=O)Nc1ccccc1)C(=O)c1ccccc1
15. c1ccc(SC23CCCCN(CCC2)[C@]32CO2)cc1 (some centres undefined)
16. Cc1ccc2c(c1)N(CCCC(=O)NCCC1=CCCCC1)C(=O)CO2
17. COc1ccc(OCC(=O)N2CCN(S(=O)(=O)c3ccc4c(c3)OCCO4)CC2)cc1
18. Nc1nc(Cl)nc2c1ncn2C1OCC(O)C(O)C1O (centres undefined)

| Screen / compound no. | 13 | 14 | 15 | 16 | 17 | 18 |
| --- | --- | --- | --- | --- | --- | --- |
| DT40 TDP1 no CPT | -25% | -1% | -22% | ? | ? | -15% |
| KAT2A inh | . | 1% | . | -17% | . | . |
| TDP1 cell CPT | 15% | 0% | -19% | ? | ? | -19% |

19. Cc1ccc(CNC(=O)CSc2nc3ccsc3c(=O)n2Cc2ccccn2)cc1
20. Cc1c2c(n3c(nc4ccccc43)c1C#N)N(CCN(C)C)CC2
21. COCc1ccc(C(=O)Nc2ccc(C(=O)O)cc2)o1
22. Nc1ccc2nc(C3CCCCC3)[nH]c2c1
23. CC(c1ccon1)N(C)Cc1cn(C)nc1-c1ccc2c(c1)OCCO2 (centres undefined)
24. COC(=O)C1(CC2CC(c3ccncc3)=NO2)CCN(C(=O)OC(C)(C)C)CC1 (centres undefined)

| Screen / compound no. | 19 | 20 | 21 | 22 | 23 | 24 |
| --- | --- | --- | --- | --- | --- | --- |
| DT40 TDP1 no CPT | -14% | -17% | -11% | -25% | 0% | 21µM* |
| KAT2A inh | 3% | -3% | -5% | 11% | 0% | -1% |
| TDP1 cell CPT | -1% | -13% | 0% | 1% | 11% | ? |

25. Cc1cc2[nH]c(=O)c(=O)[nH]c2cc1S(=O)(=O)N1CCN(c2cccc(Cl)c2)CC1
26. CCOc1ccc(NC(=S)N(CCc2c(C)[nH]c3ccc(C)cc23)Cc2ccncc2)cc1
27. O=C(NCc1ccccc1)C(c1cc2ccccc2o1)n1c(=O)c(-c2ccccc2)nc2ccccc21 (centres undefined)
28. COCC(=O)Nc1ccc(-c2cn3cccnc3n2)cc1
29. COC(=O)[C@H](C)NC(=O)Nc1cccc(Br)c1
30. CCCn1c(SCC(=O)NCc2cccs2)nc2c1c(=O)n(C)c(=O)n2C

| Screen / compound no. | 25 | 26 | 27 | 28 | 29 | 30 |
| --- | --- | --- | --- | --- | --- | --- |
| DT40 TDP1 no CPT | 0%&0% | ? | 13µM* | ? | -10% | 4% |
| KAT2A inh | -22%&-13% | -4% | . | ? | 4% | -1% |
| TDP1 cell CPT | -1%&5% | ? | 15µM* | ? | 0% | -2% |

Retrieved by compound from the entries so far:
28. COCC(=O)Nc1ccc(-c2cn3cccnc3n2)cc1
26. CCOc1ccc(NC(=S)N(CCc2c(C)[nH]c3ccc(C)cc23)Cc2ccncc2)cc1
29. COC(=O)[C@H](C)NC(=O)Nc1cccc(Br)c1
25. Cc1cc2[nH]c(=O)c(=O)[nH]c2cc1S(=O)(=O)N1CCN(c2cccc(Cl)c2)CC1

| Screen / compound no. | 28 | 26 | 29 | 25 |
| --- | --- | --- | --- | --- |
| DT40 TDP1 no CPT | ? | ? | -10% | 0%&0% |
| KAT2A inh | ? | -4% | 4% | -22%&-13% |
| TDP1 cell CPT | ? | ? | 0% | -1%&5% |

(listing goes on)
31. CC1=CC(=NOC(=O)c2cccc([N+](=O)[O-])c2)C=C(C)C1=O
32. CCC(=O)N1CCc2cc(S(=O)(=O)NCCN3CCC(C)CC3)ccc21
33. O=C(COC(=O)Cc1c(F)cccc1Cl)Nc1ccc2[nH]c(=O)[nH]c2c1
34. Cc1[nH]n(C(N)=S)c(=O)c1C(c1ccccc1)C(C#N)C#N (centres undefined)
35. Cc1cc(C)cc(NC(=O)Nc2cnccn2)c1
36. CCS(=O)(=O)NC(C)C(c1cccs1)N1CCN(C)CC1 (centres undefined)

| Screen / compound no. | 31 | 32 | 33 | 34 | 35 | 36 |
| --- | --- | --- | --- | --- | --- | --- |
| DT40 TDP1 no CPT | 12µM* | -9% | -13% | 1.5µM* | -5% | -5% |
| KAT2A inh | -16% | 1% | -4% | -20% | -1% | 3% |
| TDP1 cell CPT | 18µM* | ? | 8% | 1.5µM* | 13% | -12% |

37. Cc1sc2nc(C3CC3)nc(SCC(=O)NCc3ccco3)c2c1C
38. Cc1ccc(C)c(NC(=O)Cn2c(SCC(=O)NCc3ccccc3)nc3ccccc32)c1
39. COC(=O)c1sc2ncccc2c1OCc1ccc(Cl)cc1
40. COc1ccccc1CCC(=O)O
41. CCc1ccc(N2CC(C(=O)N/N=C/c3cccc([N+](=O)[O-])c3)CC2=O)cc1 (centres undefined)
42. COc1ccc(NC(=O)c2cc([N+](=O)[O-])ccc2NC(=O)CNC2CCCCC2C)c(OC)c1 (centres undefined)

| Screen / compound no. | 37 | 38 | 39 | 40 | 41 | 42 |
| --- | --- | --- | --- | --- | --- | --- |
| DT40 TDP1 no CPT | ? | -19% | -17% | -1% | -9% | ? |
| KAT2A inh | 2% | -4% | -6% | . | -9% | -9% |
| TDP1 cell CPT | ? | ? | -13% | -9% | ? | ? |

43. S=c1[nH]nc(-c2ccccn2)n1/N=C/c1cccc2ccccc12
44. COC(=O)c1ccc(-c2nc3ccc(C)cc3o2)cc1
45. O=C(O)c1cnc2ccc(Cl)cc2n1
46. COc1ccccc1C(=O)NCCC(=O)N(C)CC(=O)Nc1ccc(Cl)cc1
47. COCc1c(C(=O)N2CCC(N(C)C)C2)cnn1-c1ncc2c(n1)-c1ccccc1CCC2 (centres undefined)
48. C=CCn1c(SCc2ccc(C#N)cc2)nnc1-c1ccc(C)cc1

| Screen / compound no. | 43 | 44 | 45 | 46 | 47 | 48 |
| --- | --- | --- | --- | --- | --- | --- |
| DT40 TDP1 no CPT | 0% | 8.2µM* | -34% | -23% | -6% | 16µM* |
| KAT2A inh | -7% | -3% | . | -8% | . | -6% |
| TDP1 cell CPT | -1% | 10µM* | -3% | -4% | 5%[9.04 µM] | ? |

49. O=S(=O)(c1cnc[nH]1)N1CCCCCC1
50. O=C(CCSc1ccc(Cl)cc1)c1ccco1
51. CCOC(=O)C1CCCN(C(=O)c2cnn3c(C(F)(F)F)cc(-c4ccccc4)nc23)C1 (centres undefined)
52. Cc1nnsc1-c1onc(C)c1C(=O)Nc1cc(Cl)cc(Cl)c1
53. CC1(C(=O)NS(=O)(=O)c2ccccc2)CCN1C(=O)C/C=C/c1ccccc1 (centres undefined)
54. C=CCNC(=S)NNC(=O)CCC(O)CCCCC (centres undefined)

| Screen / compound no. | 49 | 50 | 51 | 52 | 53 | 54 |
| --- | --- | --- | --- | --- | --- | --- |
| DT40 TDP1 no CPT | -8% | 2.1µM* | 23µM* | -101% | ? | 18µM* |
| KAT2A inh | -3% | -9% | 0% | -21% | . | 1% |
| TDP1 cell CPT | -10% | 2.1µM* | 18µM* | ? | -13% | 15µM* |

55. CC(C)NC(=O)CCCC(=O)NC(C)C
56. COc1ccccc1/C=C/C(=O)OCC(=O)c1c(N)n(C)c(=O)n(C)c1=O
57. C=CCn1c(N)c(C(=O)NC2CCCCC2)sc1=S
58. Cc1[nH]c(=S)c(C#N)c(C)c1C(=O)Nc1ccccc1
59. O=S(=O)(NCC1CCCO1)c1ccc(Cl)c(C(F)(F)F)c1 (centres undefined)
60. COc1ccc(-n2c(=S)[nH]c3cc(C(=O)NC4CCCCC4)ccc3c2=O)c(OC)c1

| Screen / compound no. | 55 | 56 | 57 | 58 | 59 | 60 |
| --- | --- | --- | --- | --- | --- | --- |
| DT40 TDP1 no CPT | -7% | -15% | -17% | -9% | -23% | ? |
| KAT2A inh | 3% | 3% | -2% | 3% | -3% | -5% |
| TDP1 cell CPT | 1% | 5% | -26% | -15% | -2% | ? |

61. Cc1ccc(C(=O)OCC(=O)NC2CCS(=O)(=O)C2)c(C)c1 (centres undefined)
62. COc1ccc(-c2cc(-c3ccccc3)nc(N)n2)c(O)c1
63. O=C(NCC1CCCCC1)c1ccco1
64. Cn1c(C(=O)N2CCN(c3ccccc3)CC2)cc2cc(Cl)ccc21
65. CN(C)CCCN(C(=O)CCSc1ccccc1)c1nc2cc3c(cc2s1)OCO3
66. CSc1ncccc1C(=O)NCCc1ccccc1

| Screen / compound no. | 61 | 62 | 63 | 64 | 65 | 66 |
| --- | --- | --- | --- | --- | --- | --- |
| DT40 TDP1 no CPT | 16% | ? | -21% | -2% | 13µM* | -6% |
| KAT2A inh | 2% | . | 3% | -14% | -9% | 0% |
| TDP1 cell CPT | -8% | ? | -12% | -20% | 8.2µM* | -5% |

67. COc1ccc(CNC(=O)c2cc(=O)c3cc(C)ccc3o2)cc1
68. O=C(O)CSc1c[nH]c2ccccc12
69. Cc1c(Cl)cccc1-n1c(SCC(=O)N(C)Cc2ccccc2)nnc1-c1ccncc1
70. COCCN(CCOC)c1nc(-c2ccccc2)nc2ccccc12
71. Cc1ccc(CNC(=O)CNC(=O)c2ccc(Br)o2)cc1
72. CN(C)c1ccc(Nc2nc(N)c3ccccc3n2)cc1

| Screen / compound no. | 67 | 68 | 69 | 70 | 71 | 72 |
| --- | --- | --- | --- | --- | --- | --- |
| DT40 TDP1 no CPT | ? | -11% | ? | ? | 2% | 13µM* |
| KAT2A inh | 21%&0% | -2% | -2% | -23% | 0% | -6% |
| TDP1 cell CPT | -12%&-20% | -22% | ? | ? | -17% | 26µM* |

73. CC1CN(C)C(C)c2c1oc1ccc([N+](=O)[O-])cc21 (centres undefined)
74. CC(C)S(=O)(=O)c1cnc(N2CCOCC2)nc1N
75. Cc1oc2ccc(OCc3c(F)cccc3Cl)cc2c1C(=O)O
76. COc1ccc(CNc2ccc([N+](=O)[O-])cc2C)cc1
77. CCc1noc(C)c1C(=O)NNC(=O)COc1ccc(C)cc1
78. COc1cc(=O)n2c(c1C(=O)N(C)Cc1nonc1C)CCN(C(=O)c1ccc(C)c(C)c1)CC2
79. COc1cc(C(=O)N/N=C(\c2ccccc2)c2ccccn2)cc(OC)c1OC
80. Cn1c(COc2ccc(Cl)cc2)nnc1SCC(=O)Nc1ccc2c(c1)CCC2
81. COc1ccccc1OCC(O)CN1C(=O)NC(C)(C)C1=O (centres undefined)

| Screen / compound no. | 73 | 74 | 75 | 76 | 77 | 78 | 79 | 80 | 81 |
| --- | --- | --- | --- | --- | --- | --- | --- | --- | --- |
| DT40 TDP1 no CPT | 1% | -8% | -11% | -28% | 3% | 0% | 2.6µM* | -6% | ? |
| KAT2A inh | 1% | -1% | -4% | -18% | -8% | . | 21% | -6% | -10% |
| TDP1 cell CPT | -2% | 5% | -20% | ? | 4% | 0%[9.04 µM] | 2.6µM* | -1% | ? |

Compounds shown so far that have bromine (2):
29. COC(=O)[C@H](C)NC(=O)Nc1cccc(Br)c1
71. Cc1ccc(CNC(=O)CNC(=O)c2ccc(Br)o2)cc1

| Screen / compound no. | 29 | 71 |
| --- | --- | --- |
| DT40 TDP1 no CPT | -10% | 2% |
| KAT2A inh | 4% | 0% |
| TDP1 cell CPT | 0% | -17% |

Only part of the results is shown; the hit share may differ from the screen's.
